HePTP inh – inhibitors of human HePTP phosphatase. inhibition, % at 20 µM. actives 0.64% (n = 110,000). recombinant HePTP phosphatase activity, OD absorbance. AID 521. P35236; in the data active = inhibition above about 50%;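 note: plate controls were vehicle for no effect and reference inhibitor for full effect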
Target sequence (P35236 whole entry, looked up): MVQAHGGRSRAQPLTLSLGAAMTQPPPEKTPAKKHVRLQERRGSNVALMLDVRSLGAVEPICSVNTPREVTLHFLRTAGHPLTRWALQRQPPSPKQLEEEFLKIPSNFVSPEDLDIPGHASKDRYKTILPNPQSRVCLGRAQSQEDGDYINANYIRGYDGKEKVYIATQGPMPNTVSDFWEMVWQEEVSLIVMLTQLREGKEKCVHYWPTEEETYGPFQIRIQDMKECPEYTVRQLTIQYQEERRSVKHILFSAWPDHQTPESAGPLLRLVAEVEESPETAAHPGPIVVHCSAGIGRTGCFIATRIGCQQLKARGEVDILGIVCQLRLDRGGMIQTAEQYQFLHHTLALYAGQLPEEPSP
BAP1 inh – human BAP1 deubiquitinase inhibition; recombinant BAP1, Ub-AMC hydrolysis fluorescence kinetic; hits give low values; activity remaining (% of control), % at 20 µM; actives 0.48% (n = 72,000); AID 436;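 active = activity remaining at or below 50% of control, provided the compound also passes the data quality filters; inactive = the rest, including low values that fail the filters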;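 note: 100% = DMSO wells rate and 0% = substrate alone blank rate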
Numbers without * were called inactive; . = not tested or not shown; & = joins results of further samples. Random draw from the library. About 0.83% of those tested had a hit in this group.

1	COc1ccc2cc(CN(Cc3cccnc3)Cc3nnnn3Cc3ccccc3)c(=O)[nH]c2c1
2	Cc1ccc(NC(=O)c2ccc(Cl)cc2Cl)c(C)c1
3	CCC(=O)N=C1SC2CS(=O)(=O)CC2N1c1cccc(OC)c1 (stereo not drawn)
4	CCOc1ccc(N(CC(N)=O)S(=O)(=O)c2ccc(F)cc2)cc1
5	COc1ccc(-c2csc(-c3cc4cc(Cl)cc(Cl)c4oc3=O)n2)cc1
6	O=[N+]([O-])c1cccc(CN2CCN(S(=O)(=O)c3ccccc3)CC2)c1
assay / entry | 1 | 2 | 3 | 4 | 5 | 6
HePTP inh | -1 | -8 | 1 | 7 | 8 | -7
BAP1 inh | 160 | . | 92 | 131 | . | .

7	O=S(=O)(NCCSc1nc2ccccc2o1)c1ccccc1
8	N#CC(Cl)Cc1ccc([N+](=O)[O-])cc1 (stereo not drawn)
9	Cc1ccc(N(C(C)C(=O)Nc2ccccc2C(=O)N2CCOCC2)S(C)(=O)=O)cc1C (stereo not drawn)
10	CCOC(=O)N1CCC(NC(=O)CSc2cc(=O)n(C)c3ccccc23)CC1
11	CC1(c2ccc(Cl)cc2)NC(=O)N(CC(=O)NC(=O)NCc2ccco2)C1=O (stereo not drawn)
12	O=C1C2C3C=CC(C3)C2C(=O)N1CCc1ccccc1 (stereo not drawn)
assay / entry | 7 | 8 | 9 | 10 | 11 | 12
HePTP inh | 11&8 | . | -3 | 2 | 2 | 4
BAP1 inh | 90 | 160 | 58 | 86 | 102 | .

13	COc1ccc(CCNC(=O)c2nnn(CC(=O)Nc3ccccc3C)c2N)cc1OC
14	CC(C)(C)C(=O)Oc1cc(N)n(S(=O)(=O)c2ccccc2)n1
15	C=CCNS(=O)(=O)c1ccccc1[N+](=O)[O-]
16	CCOC(=O)C1=C(C)N=c2s/c(=C\c3cccc([N+](=O)[O-])c3)c(=O)n2C1c1ccc(C)cc1 (stereo not drawn)
17	O=S(=O)(Oc1cccc2ccccc12)c1cc(Cl)ccc1Cl
18	COC(=O)C1=CNC=C(C(=O)OC)C1c1ccc(OC)c(OC)c1OC
assay / entry | 13 | 14 | 15 | 16 | 17 | 18
HePTP inh | -2 | -10 | -9 | 1 | -7 | 5
BAP1 inh | 97 | 115 | . | . | . | .

19	NC(=NCCC[C@H](N)C(=O)O)NO
20	Cc1c(OC(C)C(=O)O)ccc2c3c(c(=O)oc12)CCC3 (stereo not drawn)
21	O=c1[nH]c(CN2CCN(C/C=C/c3ccccc3)CC2)nc2cc(Cl)ccc12
22	Cc1ccc(NC(=O)CSc2nnc(-c3ccc(S(=O)(=O)N4CCOCC4)cc3)n2C)cc1
23	COc1ccc2nc(NC(=O)CSC3=NCCS3)sc2c1
24	CCc1ccc(S(=O)(=O)N=Nc2c(O)n(CC)c3ccccc23)cc1
assay / entry | 19 | 20 | 21 | 22 | 23 | 24
HePTP inh | . | -7 | 4 | 4 | 4 | -2
BAP1 inh | 91 | . | 92 | 93 | 92 | .

25	COc1ccc(CC(=O)NNC(=O)c2ccco2)cc1OC
26	Cc1ccc(S(=O)(=O)NCc2ccccn2)cc1[N+](=O)[O-]
27	O=S(=O)(c1ccccc1)n1nc(-c2ccccc2)nc1NCc1ccco1
28	Fc1ccc2[nH]c3c(N4CCSCC4)ncnc3c2c1
29	Fc1c(F)c(F)c2c(c1F)Oc1ccccc1O2
30	O=C(NC1CC2CCC(C1)N2Cc1nnnn1Cc1ccco1)NC12CC3CC(CC(C3)C1)C2 (stereo not drawn)
assay / entry | 25 | 26 | 27 | 28 | 29 | 30
HePTP inh | 5 | 1 | 1 | 4 | 6 | 3
BAP1 inh | . | 83 | 95 | 85 | . | 88

31	O=C(Nc1nnc(-c2ccc(Cl)cc2)o1)c1ccccc1Br
32	O=C(OCCNC(=O)c1cc2ccccc2oc1=O)c1cccnc1
33	COc1ccc(C2NC(=O)NC(c3ccccc3)=C2c2ccc3ccccc3n2)cc1OC (stereo not drawn)
34	O=C(Cc1cccs1)NCc1cccnc1
35	O=C(Nc1ccc(Cl)cc1Cl)c1ccc(Cl)cc1Cl
36	CCOc1ccc(C(=O)Nc2ccccc2C(=O)O)cc1
assay / entry | 31 | 32 | 33 | 34 | 35 | 36
HePTP inh | 1 | 2 | 3 | -2 | 0 | 7
BAP1 inh | 90 | . | . | . | . | .

37	CCCCNC(=O)c1c(NC(=O)c2ccccc2)sc(C)c1C
38	Cn1c(=O)c2c(SCC(=O)NCC3CCCO3)nc(-c3cccs3)nc2n(C)c1=O (stereo not drawn)
39	COCCNC(=O)CS(=O)Cc1nc(-c2ccccc2C)oc1C (stereo not drawn)
40	COC(=O)c1ccc(CSc2ccc3nnc(-c4ccccn4)n3n2)o1
41	O=C(CCN1CCCCC1)c1ccc2c(c1)OCCO2
42	COc1ccc(-c2noc(CCN3C(=O)c4ccccc4C3=O)n2)cc1OC
assay / entry | 37 | 38 | 39 | 40 | 41 | 42
HePTP inh | -8 | 4 | -5 | 6 | 4 | 0
BAP1 inh | . | . | 92 | 100 | 101 | 94

43	Cc1ccc(S(=O)(=O)N2CCC(C(=O)N[C@@H](C)C(=O)NCC3CCCO3)CC2)cc1 (stereo partly drawn)
44	COC(=O)c1c(-c2ccccc2Cl)csc1NC(=O)C1C2CCC(C2)C1C(=O)O (stereo not drawn)
45	CC(C)(C)n1c(O)c(N=Nc2ccc(Br)cc2)c(=O)[nH]c1=O
46	Cc1ccc(NC(=O)c2ccccc2C)cc1I
47	COc1ccc(C(=O)Nc2ccc(Cl)cc2C(=O)NCCO)cc1
48	CCOc1cc(C=O)ccc1OCc1ccc(Cl)cc1
assay / entry | 43 | 44 | 45 | 46 | 47 | 48
HePTP inh | 5 | 7 | -1 | . | 17 | -10
BAP1 inh | . | . | . | 74 | 74 | .

49	CC(=O)Nc1cccc(-c2nnc(SCC(=O)N3CCCCC3)n2C)c1
50	COc1ccc(N2C(=O)CS(=O)(=O)C2c2ccc(Cl)cc2)cc1 (stereo not drawn)
51	CC(C)c1ccc(-c2nc(N)c3c(=O)oc4ccccc4c3n2)cc1
52	CCC(=O)Nc1cccc(NC(=O)c2ccc3c(c2)OCCO3)c1
53	O=C(NCc1cccs1)c1cc2c(s1)CS(=O)(=O)C2
54	O=C(CSc1nnc(-c2ccncc2)n1-c1ccccc1)NCc1ccco1
assay / entry | 49 | 50 | 51 | 52 | 53 | 54
HePTP inh | -6 | 2 | -7 | 1 | 4 | -4
BAP1 inh | 81 | . | . | 103 | 112 | .

55	CCc1ccccc1N1CC23C=CC(O2)C(C(=O)OC)C3C1=O (stereo not drawn)
56	COc1ccccc1Oc1ccc2c(c1)C(=O)N(c1ccc(O)cc1)C2=O
57	CCSc1nc2cc(C(=O)OC)ccc2c(=O)n1CC
58	CC(C)c1nc(C#N)c(NCCCn2ccnc2)o1
59	O=C(CSc1nnnn1C1CCCC1)NCc1ccc2c(c1)OCO2
60	Nc1ccc2oc(=O)c3ccccc3c2c1
assay / entry | 55 | 56 | 57 | 58 | 59 | 60
HePTP inh | -7 | 3 | . | 1 | 12 | 5
BAP1 inh | 88 | 96 | 164 | 97 | 85 | 132

61	Cc1cccc(N(CC(=O)N2CCCC2)S(=O)(=O)c2ccccc2)c1C
62	Cc1nnc(SCC(=O)Nc2ccc(Cl)cn2)n1Cc1ccccc1
63	CCn1c(SCC(=O)c2ccc(CNC(C)=O)o2)nnc1-c1cccs1
64	COCCNC(=O)Cn1nc(C(F)(F)F)cc1C
65	O=C(OCC(=O)N1CCCCCC1)c1n[nH]c(=O)c2ccccc12
66	CCOc1ccc2nc(NC(=O)Cn3cnc4c3c(=O)n(C)c(=O)n4C)sc2c1
assay / entry | 61 | 62 | 63 | 64 | 65 | 66
HePTP inh | -8 | 2 | 9 | 0 | 10 | 0
BAP1 inh | 96 | 110 | 104 | 101 | 95 | 102

67	COC(=O)c1ccc(Nc2ncnc3c2cnn3-c2cccc(C)c2)cc1
68	COCC(=O)Nc1sc2c(c1C(=O)OC)C(C(=O)OC)CC2 (stereo not drawn)
69	CCOC(=O)c1c(NC(=O)NN)sc2c1CCCC2
70	O=C(COc1ccc(Br)cc1)Nc1cccnc1
71	COc1cc(C2C3C(=O)N(c4ccccc4)C(=O)C3ON2c2ccccc2)cc(OC)c1OC (stereo not drawn)
72	CC(=O)Nc1c(C#N)c(C(C)(C)C)cn1C
assay / entry | 67 | 68 | 69 | 70 | 71 | 72
HePTP inh | -3 | 6 | -7 | -2 | -5 | -1
BAP1 inh | . | 56 | . | . | 77 | 74

73	O=C1NC(=O)N(c2cccc(Br)c2)C(=O)/C1=C/c1ccccc1Cl
74	Cc1n[nH]c(C)c1Sc1ccccc1N=Cc1ccc(Cl)cc1Cl
75	COc1ccc(OC)c(NC(=O)C(CC(=O)O)NCc2ccco2)c1 (stereo not drawn)
76	CCC(C)(C(=O)NC1CCCCC1)N(CC1CCCO1)C(=O)c1ccccn1 (stereo not drawn)
77	CCOc1ccc(Oc2nc(NCC(C)C)nc(OC)n2)nn1
78	CC(NC(=O)c1ccccc1)c1nc2ccccc2n1Cc1ccc(C#N)cc1 (stereo not drawn)
assay / entry | 73 | 74 | 75 | 76 | 77 | 78
HePTP inh | 6 | 3 | 2 | 3 | 4 | 6
BAP1 inh | . | . | 101 | 70 | 101 | 98

79	CCOC(=O)c1sc2nc(NC(=O)C(C)(C)C)sc2c1C
80	CN(C)c1ccc(/C=N/NC(=O)CN2CCCCC2)cc1Br
81	Cc1cc(NC(=O)c2noc3c2CCCCC3)nn1Cc1ccc(Cl)cc1
82	CCOc1ccc(N2C(=O)NC(=O)/C(=C\c3cc(Br)ccc3OC)C2=O)cc1
83	O=C1NC(=Nc2ccc(O)cc2)S/C1=C\c1ccc(Cl)cc1
84	Cc1oc(/N=C/c2cccc3ccccc23)c(C#N)c1C
assay / entry | 79 | 80 | 81 | 82 | 83 | 84
HePTP inh | 13 | 0 | 12 | -6 | -16 | 4&6
BAP1 inh | 80 | . | 101 | . | . | 88

85	CCOC(=O)c1[nH]c2ccc(F)cc2c1NC(=O)c1cc(OC)c(OC)c(OC)c1
86	Cc1cc(C(=O)COC(=O)Cn2c(C(F)(F)F)nc3ccccc32)c(C)n1Cc1ccco1
87	COc1ccc(S(=O)(=O)N(CC(=O)N[C@@H]2C[C@H]3CC[C@@H]2C3)c2ccc(C)cc2)cc1OC
88	COc1cc(C(=O)N2CCN(C3CCC(c4ccccc4)CC3)CC2)cc(OC)c1OC (stereo not drawn)
89	COc1cc(C=C2C(=O)NC(=O)NC2=O)ccc1OCCOc1ccc(C)cc1
90	O=C(NCCC(=O)N1CCN(c2ncccn2)CC1)c1ccccc1
assay / entry | 85 | 86 | 87 | 88 | 89 | 90
HePTP inh | 0 | 4 | 3 | -3 | 9 | -3
BAP1 inh | 95 | 123 | . | . | . | 106

91	Cc1ccc(C)c(-c2nc3ccc(N)cc3[nH]2)c1
92	c1coc(-c2nn3c(-c4ccco4)nnc3s2)c1
93	CC(C)c1nnc(NC(=O)Nc2ccccc2)s1
94	N#C/C(=C\c1ccc[nH]1)Sc1nc2ccccc2s1
95	CCOC(=O)CSC1=C(C#N)C(c2ccc(C)cc2)C2=C(CCCC2=O)N1 (stereo not drawn)
96	CC12CC3(C)CC(C)(C1)CC(C(=O)NN)(C2)C3
assay / entry | 91 | 92 | 93 | 94 | 95 | 96
HePTP inh | 19 | -1 | 6 | 8 | 10 | -4
BAP1 inh | 124&54 | 74 | . | 50* | . | .

97	COc1cc(NC(=O)c2cc(CC(C)C)on2)c(OC)cc1Cl
98	CCC(C(=O)n1nnc2ccccc21)c1ccccc1 (stereo not drawn)
99	CCC(C)Oc1cccc(OCCCCN2C(=O)NC(C)(C)C2=O)c1 (stereo not drawn)
100	CCOC(=O)NCCc1c(C)nc2c(c(C)nn2C(C)(C)C)c1C
101	COc1ccc2c(oc(=O)c3ccccc32)c1C
assay / entry | 97 | 98 | 99 | 100 | 101
HePTP inh | 4 | -12 | 3 | 4 | 1
BAP1 inh | 81 | . | 109 | 82 | .

Entries from the list above containing a furan ring, fused or not:
11	CC1(c2ccc(Cl)cc2)NC(=O)N(CC(=O)NC(=O)NCc2ccco2)C1=O (stereo not drawn)
25	COc1ccc(CC(=O)NNC(=O)c2ccco2)cc1OC
27	O=S(=O)(c1ccccc1)n1nc(-c2ccccc2)nc1NCc1ccco1
30	O=C(NC1CC2CCC(C1)N2Cc1nnnn1Cc1ccco1)NC12CC3CC(CC(C3)C1)C2 (stereo not drawn)
40	COC(=O)c1ccc(CSc2ccc3nnc(-c4ccccn4)n3n2)o1
54	O=C(CSc1nnc(-c2ccncc2)n1-c1ccccc1)NCc1ccco1
63	CCn1c(SCC(=O)c2ccc(CNC(C)=O)o2)nnc1-c1cccs1
75	COc1ccc(OC)c(NC(=O)C(CC(=O)O)NCc2ccco2)c1 (stereo not drawn)
assay / entry | 11 | 25 | 27 | 30 | 40 | 54 | 63 | 75
HePTP inh | 2 | 5 | 1 | 3 | 6 | -4 | 9 | 2
BAP1 inh | 102 | . | 95 | 88 | 100 | . | 104 | 101

84	Cc1oc(/N=C/c2cccc3ccccc23)c(C#N)c1C
86	Cc1cc(C(=O)COC(=O)Cn2c(C(F)(F)F)nc3ccccc32)c(C)n1Cc1ccco1
92	c1coc(-c2nn3c(-c4ccco4)nnc3s2)c1
assay / entry | 84 | 86 | 92
HePTP inh | 4&6 | 4 | -1
BAP1 inh | 88 | 123 | 74
